Compound activity from PubChem.
SDO1 yeast rescue: growth rescue of sdo1-depleted yeast, primary screen, S. cerevisiae, bone marrow failure model; S. cerevisiae sdo1-depleted JHY4D growth rescue, OD600 30 h; stronger effect = higher value; pdr5 snq2 efflux-pump mutant strain; z-score at 10 µM; 0.21% of 140,000 active; AID 817, 2007;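 active = z-score above 3 at both the 24 hr and the 30 hr optical density reads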;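 note: z-score against mean and SD of all compound wells on the same plate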
INS promoter inh: inhibitors of insulin promoter-driven GFP, primary screen, imaging, TRM-6 cells (human fetal islet line), eGFP reporter, cell count; inhibition, % at 2 µM; 0.9% of 130,000 active; reporter expression induced with tamoxifen; AID 1273, 2008;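 active = inhibition above the mean plus 3 SD, with well images judged a real hit on visual review, cut at about 60% in these data, passing the limit was not always enough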
SDO1 yeast rescue Rescue 24 h: also measured in SDO1 yeast rescue; calls as there; z-score; S. cerevisiae sdo1-depleted JHY4D growth rescue, OD600; measured here: growth rescue at 24 h;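 0 is the plate mean of compound wells and units are plate SD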
The depositor's hits bear a star; · = no result given.

SMILES	SDO1 yeast rescue	SDO1 yeast rescue Rescue 24 h	INS promoter inh
Cc1ccc(-c2nc3c(=O)n(C)c4ccccc4c3o2)cc1	-2.8	-1.7	-80
Cc1cc(C)c(NC(=O)CS(=O)CC(=O)N2CCN(c3ccc(F)cc3)CC2)c(C)c1 (stereo not given)	0.37	-0.57	-40
O=C(NC1CCS(=O)(=O)C1)N1CCCCC1 (stereo not given)	0.08	-0.51	-24
CCNS(=O)(=O)c1cc(Br)ccc1OC	1.3	2.8	-9
Cc1ccc(Nc2nc(NCCCN3CCOCC3)nc(N)c2[N+](=O)[O-])cc1C	-0.96	-1.7	·
CCC(C)NC(=O)CCc1c(C)nc2nc(-c3cc(OC)cc(OC)c3)nn2c1C (stereo not given)	0.91	0.52	21
COc1cccc(NC(=S)N2CCCC2)c1	0.89	0.75	19
O=C(Nc1ccn(Cc2c(F)c(F)cc(F)c2F)n1)c1cccc(Cn2cc([N+](=O)[O-])cn2)c1	-1.8	-1	0
O=C(COC(=O)C1COc2ccccc2O1)NC(=O)Nc1ccc2c(c1)OCCO2 (stereo not given)	0.3	-0.02	-50
O=C(c1ccccc1)c1nn(-c2ccc(Cl)cc2)cc1C(=O)c1cc2ccccc2oc1=O	-1.1	-0.17	33
O=c1[nH]c(CN2CCOCC2)nc2scc(-c3ccccc3)c12	·	·	25
Cc1ccc(Nc2nnc(SCC(=O)Nc3cccnc3Cl)s2)cc1C	-1.3	-1	7
O=C(Nc1ccc2oc(-c3ccncc3)nc2c1)c1ccccc1F	0.9	1.4	-109
c1ccc(-c2ccnc3ncnn23)nc1	·	·	0
CCCC1=C(C(=O)OCC)C(c2ccc(NC(C)=O)cc2)NC(=O)N1 (stereo not given)	0.6	0.29	31
CN(C)S(=O)(=O)c1ccc(Nc2ccc(-c3ccc4c(c3)OCCO4)nn2)cc1	0.28	-0.44	26
COc1ccc(C(=O)CN2CCN(c3ccc(F)cc3)CC2)cc1OC	0.2	-0.29	13
CN1CCC(=NNC(=O)C(=O)Nc2ccccc2F)CC1	·	·	0
COc1ccc(/C(O)=C2/C(=O)C(=O)N(c3ncccn3)C2c2ccc(OC)cc2)cc1 (stereo not given)	2.8	2.2	36
COc1ccc(-c2nnc3sc(C4CCCCC4)nn23)cc1OC	-1	-0.6	·
COCCn1c(SCC(=O)OC(C)C)nnc1-c1ccccc1	0.53	0.16	16
COC(=O)c1sc(N)c(C(=O)OC)c1COC(=O)c1c(C)noc1C	-1.2	-0.65	·
CCc1nnc(NC(=O)c2cccc(S(=O)(=O)N3CC(c4ccccc4)CC3=O)c2)s1 (stereo not given)	-0.45	-0.54	·
Cc1ccccc1CSCCNC(=O)c1ccccc1	0.31	1.6	-92
COc1cccc(NC(=O)CCCn2c(=O)[nH]c3ccccc3c2=O)c1	0.8	0.95	·
The listing continues:
SMILES	SDO1 yeast rescue	SDO1 yeast rescue Rescue 24 h	INS promoter inh
Cc1ccc(C)c(NC(=O)CSc2nnc(-c3n[nH]c4ccccc34)o2)c1	-0.86	-0.25	-16
O=C(Nc1ccon1)c1csc2c1CCCC2	-0.9	-0.83	56
CCN(CC)CCN(C)Cc1ccc(Br)cc1	0.78	0.94	·
O=C(NN=C1CCN(Cc2ccccc2)CC1)c1ccccc1	2.3	2.5	·
O=C1CCCN1CCC1CCN(C2CC(=O)N(c3ccc(F)cc3)C2=O)CC1 (stereo not given)	0.26	0.38	17
CCC(C)NC(=O)N[C@@H](CCSC)C(=O)O (stereo not given in full)	0.7	0.58	·
O=C(CN(c1ccc(F)cc1)S(=O)(=O)c1ccc2c(c1)OCCO2)NCc1ccncc1	0.35	0.71	-14
Cc1ccc(/C=C2\SC(=S)N(CC(=O)Nc3ncc(Cc4ccccc4Cl)s3)C2=O)cc1	0.67	0.87	-28
CN1CCC(N(C)C(=S)Nc2ccc(SC(F)F)cc2)CC1	-0.08	-0.04	15
N#CC1=C(N)C2=CCCC[C@H]2[C@H](c2ccccc2)C1(C#N)C#N	-1.7	-0.63	-49
OCc1nc2ccccc2n1CCCOc1ccccc1	0.1	0.01	4
COc1ccc(CNC(=O)C(c2ccco2)N(Cc2cccs2)C(=O)Cc2cccs2)cc1 (stereo not given)	-1.8	-0.52	-80
O=C(c1ccc(CN2CCc3ccccc3C2)cc1)N1CCN(c2ccccc2)CC1	0.85	-0.41	50
CCN1CCN(CCNC(=O)c2ccc(CS(=O)(=O)c3c(Cl)cccc3Cl)o2)CC1	0.72	0.82	·
CCCCn1c(O)c(N=Nc2ccccn2)c2ccccc21	-1.5	-1.1	-6
COC(=O)C1C(c2ccccc2)C(C(=O)N2CCN(C)CC2)C1c1ccccc1 (stereo not given)	0.28	-0.74	-38
O=C(OCc1ccc(COC(=O)c2ccccn2)cc1)c1ccccn1	-0.45	-1.1	37
CCOC(=O)C1=C(Nc2ccccc2)CC(C)(O)C(C(=O)OCC)C1c1ccccc1 (stereo not given)	0.18	-0.16	-21
COC(=O)c1cc2oc(C)cc2n1CC(=O)N1CCCc2ccccc21	-1.7	-1.4	·
COC(=O)c1nc2n(n1)C(c1ccc([N+](=O)[O-])cc1)C(C(=O)Nc1ccc(Cl)cc1)=C(C)N2 (stereo not given)	-0.91	-0.17	-30
CCOC(=O)c1ccc(NC(=S)Nc2ccccc2)cc1	-0.02	-0.99	35
COCCn1c(-c2ccc(OC)cc2)cnc1SCC(=O)Nc1cc(C)on1	-0.63	-0.87	·
Cc1c(NC(=O)Nc2ccc(Cl)c(Cl)c2)sc(=S)n1C	·	·	28
N/C(=N\OC(=O)CC1CCCCC1)c1ccccn1	0.53	1.3	·
O=C(CS(=O)(=O)c1c[nH]c2ccccc12)N1CCCCCC1	·	·	-9
Next section.
SMILES	SDO1 yeast rescue	SDO1 yeast rescue Rescue 24 h	INS promoter inh
O=C(OCC(=O)c1ccc(Cl)s1)c1ccc2ccccc2n1	2.1	1.2	27
COc1ccccc1CNC(=O)COC(=O)c1ccc(NC(N)=O)cc1	1.3	2.2	24
CN(CC(O)COc1c(F)cc(Br)cc1F)C1CCCCC1 (stereo not given)	0.44	-0.08	-13
Cc1ccccc1C(=O)NNC(=O)Cc1cccc2ccccc12	0.59	1.6	0
CCOC(=O)C(CC)/C(C)=N/NC(=O)c1ccc([N+](=O)[O-])cc1 (stereo not given)	0.84	0.63	·
Cn1nc(-c2ccc(N3CCOCC3)c(NS(=O)(=O)c3ccccc3)c2)c2ccccc2c1=O	-1.3	-1.1	14
COc1ccc(C2NC(Cc3ccccc3)(C(=O)O)C3C(=O)N(c4ccccc4OC)C(=O)C23)cc1 (stereo not given)	·	·	56
CC(=O)N1CCc2cc(S(=O)(=O)CCC(=O)N3CCN(C(=O)c4ccco4)CC3)ccc21	1.3	-0.31	-6
CC1Cc2ccccc2N1C(=S)NC(=O)c1cccc(Br)c1 (stereo not given)	-1.5	-0.81	·
Cc1ccc(C(C)NC(=O)c2cc(C)oc2C)cc1 (stereo not given)	-0.84	-0.72	61
Cc1ccc(CNC(=O)c2cccc(S(C)(=O)=O)c2)cc1	1	1.9	3
c1coc(C2Nc3ccccc3C3OCCC23)c1 (stereo not given)	0.55	0.37	-38
COc1ccc(/C=N/NC(=O)CCCC(=O)NC2CCCCC2)cc1	-0.46	-0.51	·
COc1ccc(N2CSC3=C(C#N)C(c4cc(OC)c(OC)cc4OC)CC(=O)N3C2)c(OC)c1 (stereo not given)	-0.44	-0.89	·
COc1ccc(CCNC(=O)CCNS(=O)(=O)c2ccc3c(c2)CCN3C(C)=O)cc1OC	0.6	0.32	·
CCCOc1ccc(N2C(=O)CC(SC(=NCC)NCC)C2=O)cc1 (stereo not given)	-0.68	0.42	8
CCOC(=O)c1c(/N=C/c2cc(OC)cc([N+](=O)[O-])c2O)sc(C)c1C	0.25	-0.01	48
COc1ccccc1NC(=O)CN1CCCCC1	1.1	0.06	14
O=C(CSc1nnc(C2COc3ccccc3O2)o1)Nc1ccc(F)cc1Cl (stereo not given)	·	·	-20
COc1cc(C(=O)Nc2nnc(CC(C)(C)C)s2)c([N+](=O)[O-])cc1OC	1.1	0.38	29
O=C(O)Cn1nnnc1-c1ccc(F)cc1	1.2	1.9	0
NC(=O)Cn1c(=O)n(CCc2ccccc2)c(=O)c2c3c(sc21)CCCC3	-1.1	-0.74	·
CC1(C(=O)NCc2cccnc2)CCC(=O)N1Cc1cccs1 (stereo not given)	0.77	0.03	·
COc1ccc(OC)c(NC(=O)Cc2coc3cc(C)cc(C)c23)c1	-1.4	-1.2	-31
O=C(Nc1ccccc1)NC1(C(=O)NCc2ccco2)CCCCC1	-0.28	-1.4	-28
(next part)
SMILES	SDO1 yeast rescue	SDO1 yeast rescue Rescue 24 h	INS promoter inh
COc1ccccc1Nc1nc(-c2sc(NC(=O)C(C)(C)C)nc2C)cs1	-1.6	-1.4	-16
CC1CCN(CCCNC(=O)c2n[nH]c(=O)c3ccccc23)CC1	1.3	0.89	·
O=C(Nc1cccc(C(=O)N2CCOCC2)c1)c1ncn[nH]1	0.16	-0.28	-31
CCCS(=O)(=O)Nc1c(C(=O)OC)[nH]c2ccccc12	0.42	-1	14
CCn1c(COc2ccc(Cl)cc2)nnc1SCC(=O)Nc1ccc2c(c1)OCCO2	-0.79	1.6	·
COc1c(Br)cc(Br)cc1/C=C1/C(=O)N=C(N)N1C	·	·	0
CCOC(=O)N1CCN(Cc2nc3c(c(=O)n(C)c(=O)n3C)n2CCC(C)C)CC1	-0.42	-0.69	·
COc1cccc(C2CC(C(F)(F)F)n3ncc(C(=O)NCc4ccco4)c3N2)c1 (stereo not given)	-0.8	-0.47	·
O=C(CCS(=O)(=O)c1ccc(Br)s1)NCc1ccccc1	0.47	0.16	-62
COc1ccc(NC(=O)c2cccs2)cc1O	2.3	2.5	·
CC(C)(C)C1CCc2c(sc(NC(=O)CSc3ncn[nH]3)c2C#N)C1 (stereo not given)	-1.8	-0.52	-60
CCOC(=O)c1sc2nc(C)cc(C)c2c1NC(=O)c1ccco1	1.9	1.6	·
CCCNC(=O)C(=O)NCCC1=CCCCC1	-0.66	-1.5	-8
CC(C(N)=O)N1C(=O)C2C3C=CC(C3)C2C1=O (stereo not given)	2.2	2.1	-57
Oc1ccccc1C(=S)N1CCCCC1	-0.35	-1.4	·
Cc1nc(NC(=O)CSc2nnc(-c3ccc4c(c3)OCO4)o2)c(Cl)cc1Cl	0.24	0.33	-50
CN1c2ccccc2N(C)C1c1ccc2c(c1)OCO2	0.03	-0.42	-193
C=CCn1c(SCC(=O)NCC2CCCO2)nc2scc(-c3ccco3)c2c1=O (stereo not given)	-0.48	-0.44	8
O=c1cc(NCCO)c2ccccc2o1	-0.26	-0.8	7
C=CCn1c(SCC(=O)NCc2ccccc2)nnc1-c1ccccc1O	-0.02	-0.41	62
CCOc1ccccc1NC(=O)c1c(NC(=O)CCC(=O)O)sc2c1CCCCC2	·	·	49
O=C(CSCCSCC(=O)c1ccco1)c1ccco1	2	2.8	-15
Cc1ccc(NC(=O)C2(c3ccc([N+](=O)[O-])cc3)CCCC2)cc1	-0.58	-0.52	3
O=C(c1ccc(N2CCCCCC2)c([N+](=O)[O-])c1)N1CCc2ccccc21	-0.91	-0.93	14
CCCCCCC(=O)NN1CCN(C)CC1	0.03	-0.51	0

Some of the entries above, reformatted.
compound | SDO1 yeast rescue | SDO1 yeast rescue Rescue 24 h | INS promoter inh
CCCNC(=O)C(=O)NCCC1=CCCCC1 | -0.66 | -1.5 | -8
CC(C(N)=O)N1C(=O)C2C3C=CC(C3)C2C1=O (stereo not given) | 2.2 | 2.1 | -57
Oc1ccccc1C(=S)N1CCCCC1 | -0.35 | -1.4 | ·
Cc1nc(NC(=O)CSc2nnc(-c3ccc4c(c3)OCO4)o2)c(Cl)cc1Cl | 0.24 | 0.33 | -50
CN1c2ccccc2N(C)C1c1ccc2c(c1)OCO2 | 0.03 | -0.42 | -193
C=CCn1c(SCC(=O)NCC2CCCO2)nc2scc(-c3ccco3)c2c1=O (stereo not given) | -0.48 | -0.44 | 8
O=c1cc(NCCO)c2ccccc2o1 | -0.26 | -0.8 | 7
C=CCn1c(SCC(=O)NCc2ccccc2)nnc1-c1ccccc1O | -0.02 | -0.41 | 62
CCOc1ccccc1NC(=O)c1c(NC(=O)CCC(=O)O)sc2c1CCCCC2 | · | · | 49
O=C(CSCCSCC(=O)c1ccco1)c1ccco1 | 2 | 2.8 | -15
Cc1ccc(NC(=O)C2(c3ccc([N+](=O)[O-])cc3)CCCC2)cc1 | -0.58 | -0.52 | 3
O=C(c1ccc(N2CCCCCC2)c([N+](=O)[O-])c1)N1CCc2ccccc21 | -0.91 | -0.93 | 14
CCCCCCC(=O)NN1CCN(C)CC1 | 0.03 | -0.51 | 0

Continuation.
SMILES	SDO1 yeast rescue	SDO1 yeast rescue Rescue 24 h	INS promoter inh
CCOc1ccc(C2N(c3ccc(F)cc3)C(=O)C3CCCN32)cc1OC (stereo not given)	-0.07	-0.06	·
CCC(C)(C)n1nnnc1C(c1ccncc1)N1CCN(c2cccc(OC)c2)CC1 (stereo not given)	-0.26	-0.52	5
COc1cccc(/C(C)=N/NC(=O)c2ccc(N(C)C)cc2)c1	0.49	0.09	·
Cc1cccc(NC(=O)COc2ccc3oc4c(c3c2)CCCC4)n1	-0.68	-0.81	-85
O=C(/C=C/Nc1ccc(F)c(F)c1)c1cccs1	0.75	0.63	·
CN1CCN(C(=O)C(N)Cc2ccccc2)CC1 (stereo not given)	·	·	-44
